# Assay outcomes (PubChem)
# RSV antiviral HEp-2 = RSV antiviral activity via CPE protection, HEp-2 cells, primary 10 µM value included (AID 2391); HEp-2 cells, RSV-induced CPE inhibition; higher % means a stronger effect; CPE inhibition, % at 10 µM, or IC50 in µM where a hit was titrated; 310,000 tested, 0.13% active; in the data active = a potency from the dose series; inconclusive = CPE inhibition mostly from about 23% at the one dose, without a potency; inactive = the rest, 99 in 100 with CPE inhibition below about 21%; also: strong numbers were not always called active
# M17LAP inhibition = P. falciparum M17LAP inhibitors, primary screen, biochemical, fluorogenic H-Leu-NHMec substrate, 1536-well (AID 1619). 220,000 tested, 0.38% active. Leucine aminopeptidase (Plasmodium falciparum (isolate 3D7)). one-dose inhibition, % at 30 µM; IC50 in µM for titrated hits. recombinant M17LAP, H-Leu-NHMec fluorogenic kinetic assay; higher % means a stronger effect;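 active = compound inhibiting the enzyme by more than half at any dose during confirmatory dose-response retesting; inconclusive = strong single-dose inhibitors picked by rank but not retested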;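 also: plate controls were full reaction with DMSO carrier for no effect and no enzyme background for full effect; strong numbers were not always called active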
# UTI89 phage lysis = inhibition of K1F phage lysis, E. coli UTI89, bacterial capsule biogenesis inhibitors, alamar blue (AID 488966). inhibition, % at 100 µM, or IC50 in µM where a hit was titrated. 340,000 tested, 0.02% active. E. coli UTI89 K1F phage lysis, alamar blue, 2 h; higher % means a stronger effect;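 active = phage lysis inhibition, versus mean bacterial control, above a set limit; inconclusive = no clear call, values can overlap the other calls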;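 also: capsule biogenesis inhibitors block K1F phage lysis so surviving cells raise fluorescence; higher fluorescence means more inhibition of phage lysis; actives were called in the ten point dose series up to 300 µM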
# P. falciparum M1AAP = P. falciparum M1AAP inhibitors, biochemical, fluorogenic H-Leu-NHMec substrate, 1536-well (AID 1445); 220,000 tested, 0.42% active; recombinant M1AAP, H-Leu-NHMec fluorogenic kinetic assay; higher % means a stronger effect; one-dose inhibition, % at 30 µM; IC50 in µM for titrated hits; Aminopeptidase N (Plasmodium falciparum (isolate 3D7));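 active = primary inhibition above the hit cutoff, then over 50% inhibition at one or more dose response concentrations, cut at about 23% in these data, passing the limit was not always enough; inconclusive = conflicting primary data, or primary hits not chosen for dose response; inactive = low primary inhibition, or under 50% at every dose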;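 also: plate controls were DMSO full reaction for no effect and no enzyme background for full effect; strong numbers were not always called active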
# human PMI inhibitors = human PMI inhibitors, high substrate, primary screen, biochemical, fluorescence intensity, high mannose 6-phosphate (AID 1220). recombinant PMI enzyme, coupled fluorescence intensity; higher % means a stronger effect. 190,000 tested, 0.66% active. inhibition, % at 20 µM; hits with a dose series show IC50 in µM
# human PMI inhibition = inhibitors of human PMI, primary screen, biochemical, fluorescence intensity, coupled assay (AID 1209); purified PMI enzyme, coupled fluorescence intensity; higher % means a stronger effect; one-dose inhibition, % at 20 µM; IC50 in µM for titrated hits; 190,000 tested, 0.42% active;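 also: plate controls were DMSO vehicle for no effect and wells lacking substrate for full effect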
# T cell HTS = modulators of CD8 T cell-vesicle binding, primary screen, mouse 2C CD8+ T cells, flow cytometry; calls only at 7 µM; 2C CD8+ T cell-vesicle binding; active compounds read low; AID 2052, 2009; 330,000 tested, 0.068% active;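 active = response, share of CD8 T cells binding vesicles, and their 90th percentile fluorescence all below set limits, cut at about 80% in these data, passing the limit was not always enough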
#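 incubation = binding step 1.5 h, 37 °C, antibody labelling 20 min, ice | test system = 2C mouse CD8+ T cells | read-out basis = percent CD8+ FL2 mean versus row control | controls = Peptide-free naked vesicles (low) and QL9 vesicles with 0.7% DMSO vehicle (high) | detection = flow cytometry of vesicle-bound cells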
# TNAP activators = human TNAP enzyme activators, primary screen, biochemical, luminescent, no phosphate acceptor, uHTS (AID 1001). purified TNAP, luminescent activation assay, no phosphate acceptor; higher activation fold means a stronger effect. activation fold at 20 µM; hits with a dose series show EC50 in µM. 200,000 tested, 0.03% active; in the data active = activation fold from about 3, or a potency from the dose series; inactive = the rest, 99 in 100 with activation fold below about 1.6; also: many of its hits are not listed in these tables
# West Nile virus CPE = West Nile virus antiviral activity, cell-based, CPE readout (AID 1621). West Nile virus-infected cells, CPE inhibition; higher % means a stronger effect. CPE inhibition, % at 10 µM, or IC50 in µM where a hit was titrated. 290,000 tested, 0.02% active; in the data active = a potency from the dose series; inconclusive = CPE inhibition mostly from about 3.7% at the one dose, without a potency; inactive = the rest, 99 in 100 with CPE inhibition below about 2.2%; also: strong numbers were not always called active
# T cell HTS vesicle-bound % = second read-out of T cell HTS, no call of its own (marks repeat the call); double positive events, %; measured here: CD8+ vesicle-bound cell fraction;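 binding gate set so that unloaded-vesicle control wells show 10% double positive cells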
# * marks the source's active call; other numbers are inactive results; i = inactive; ? = inconclusive; / = not tested or not shown; [ ] = remark or other dose. Rule as the data show it, unless noted: active = inhibition above about 50%; inactive = the rest.
1. CCOc1ccc(-c2c(C(=O)N/N=C/c3ccc(Cl)cc3)nnn2-c2nonc2N)cc1
2. CCc1ccc(OCC(=O)NNC(=O)c2nn(CC)c(=O)c3ccccc23)cc1
3. O=C(N[C@@H](Cc1ccc(O)cc1)C(=O)O)c1ccc(C(F)(F)F)cc1
4. COC(=O)c1c(NC(=O)C(=O)NCCCN2CCOCC2)sc2c1CCC2
5. CCn1c(=O)c2cc(C(=O)Nc3ccc(OC)cc3OC)sc2c2ccccc21
6. Cc1cc(Cl)ccc1OC(C)C(=O)Nc1ccccc1N1CCOCC1 (stereo not drawn)
7. CC1CN(C2CCN(S(=O)(=O)Cc3ccccc3)CC2)CC(C)O1 (stereo not drawn)
8. CCC(C)(C)n1nnnc1C(c1ccccc1OC)N1CCN(C(=O)c2ccco2)CC1 (stereo not drawn)

Screen / compound no.,1,2,3,4,5,6,7,8
UTI89 phage lysis,0.7%,2.0%,0.6%,0.4%,-0.1%,0.1%,-0.1%,-0.2%
human PMI inhibitors,/,11.6%,6.2%,/,/,15.1%,-11.4%,/
human PMI inhibition,/,5.2%,9.4%,/,/,18.2%,-5.7%,/
West Nile virus CPE,2.1%,0.3%,-0.5%,-0.4%,0.1%,/,1.1%,3.4%
M17LAP inhibition,/,5.6%,0.8%,/,5.0%,3.3%,3.9%,/
TNAP activators,/,2.1,1.1,/,/,1.1,1.1,/
RSV antiviral HEp-2,7.6%,-0.5%,1.6%,-3.6%,1.3%,?,-0.1%,2.1%
P. falciparum M1AAP,/,-8.1%,2.1%,/,3.7%,1.1%,-0.4%,/
T cell HTS,i,i,i,i,i,i,i,i
T cell HTS vesicle-bound %,20.9,34.2,39.1,15.9,17.7,41.9,48.1,44.6

# Part of the list above, with bars between the fields.
item | structure | UTI89 phage lysis | human PMI inhibitors | human PMI inhibition | West Nile virus CPE | M17LAP inhibition | TNAP activators | RSV antiviral HEp-2 | P. falciparum M1AAP | T cell HTS | T cell HTS vesicle-bound %
1 | CCOc1ccc(-c2c(C(=O)N/N=C/c3ccc(Cl)cc3)nnn2-c2nonc2N)cc1 | 0.7% | / | / | 2.1% | / | / | 7.6% | / | i | 20.9
2 | CCc1ccc(OCC(=O)NNC(=O)c2nn(CC)c(=O)c3ccccc23)cc1 | 2.0% | 11.6% | 5.2% | 0.3% | 5.6% | 2.1 | -0.5% | -8.1% | i | 34.2
3 | O=C(N[C@@H](Cc1ccc(O)cc1)C(=O)O)c1ccc(C(F)(F)F)cc1 | 0.6% | 6.2% | 9.4% | -0.5% | 0.8% | 1.1 | 1.6% | 2.1% | i | 39.1
4 | COC(=O)c1c(NC(=O)C(=O)NCCCN2CCOCC2)sc2c1CCC2 | 0.4% | / | / | -0.4% | / | / | -3.6% | / | i | 15.9
5 | CCn1c(=O)c2cc(C(=O)Nc3ccc(OC)cc3OC)sc2c2ccccc21 | -0.1% | / | / | 0.1% | 5.0% | / | 1.3% | 3.7% | i | 17.7
6 | Cc1cc(Cl)ccc1OC(C)C(=O)Nc1ccccc1N1CCOCC1 (stereo not drawn) | 0.1% | 15.1% | 18.2% | / | 3.3% | 1.1 | ? | 1.1% | i | 41.9
7 | CC1CN(C2CCN(S(=O)(=O)Cc3ccccc3)CC2)CC(C)O1 (stereo not drawn) | -0.1% | -11.4% | -5.7% | 1.1% | 3.9% | 1.1 | -0.1% | -0.4% | i | 48.1
8 | CCC(C)(C)n1nnnc1C(c1ccccc1OC)N1CCN(C(=O)c2ccco2)CC1 (stereo not drawn) | -0.2% | / | / | 3.4% | / | / | 2.1% | / | i | 44.6

# Results in sequence from above.
# Entries 1–6 in RSV antiviral HEp-2 read 7.6%, -0.5%, 1.6%, -3.6%, 1.3%, ?

# Next part
9. O=C(C1CCN(C2CC(=O)N(c3cccc(Cl)c3)C2=O)CC1)N1CCCC1 (stereo not drawn)
10. COc1ccc(C(=O)N2CCCCC2)cc1S(=O)(=O)Nc1cccc(C(=O)O)c1
11. Cc1c(C(=O)O)oc2ccc(S(=O)(=O)NC3CCCCCCC3)cc12
12. CC(=O)c1cccc(NC(=O)CSc2nnc(C(C)N(C)C)n2Cc2ccccc2)c1 (stereo not drawn)
13. COc1cc(SC)ccc1C(=O)NCCOc1ccc(C)c(C)c1
14. N=c1c(C(=O)NCc2ccco2)cc2c(=O)n3ccccc3nc2n1Cc1ccccc1
15. O=C(NCc1ccc(Cl)cc1)C1CCN(S(=O)(=O)c2cccs2)CC1
16. O=C(CCC1CCCN(C(=O)c2ccc3cc[nH]c3c2)C1)N1CCN(c2ccccn2)CC1 (stereo not drawn)

Screen / compound no.,9,10,11,12,13,14,15,16
UTI89 phage lysis,0.0%,0.3%[50 µM],-0.1%,0.0%,0.1%,0.4%,0.1%,0.0%
human PMI inhibitors,-3.2%,-5.6%,-11.2%,/,4.5%,1.0%,/,-3.5%
human PMI inhibition,3.2%,-10.2%,-13.6%,/,11.0%,10.4%,/,1.8%
West Nile virus CPE,-0.2%,0.2%,0.3%,-1.0%,-0.6%,-0.3%,-0.4%,-0.9%
M17LAP inhibition,0.1%,7.5%,40.0%,/,-2.5%,-8.9%,/,-16.2%
TNAP activators,1.1,1.1,1,/,1.1,1,/,1.1
RSV antiviral HEp-2,2.9%,0.5%,1.2%,0.0%,1.8%,3.0%,0.8%,?
P. falciparum M1AAP,4.3%,8.6%,0.5%,/,5.1%,11.6%,/,3.7%
T cell HTS,i,i,i,i,i,i,i,i
T cell HTS vesicle-bound %,49.2,30.0,41.1,29.5,28.6,8.1,57.1,5.9

17. COCCN1Cc2cccc(C(=O)NCc3ccccc3OC)c2C1=O
18. Cc1ccnc(N2CCC(C(=O)NC3CCCCCC3)CC2)n1
19. CC(C)n1cnc2c(NCc3ccccc3)nc(NCc3ccccc3)nc21
20. Cc1cccn2c(=O)c3cc(C(=O)N(C)C)n(C)c3nc12
21. O=C(COc1ccccc1)Nc1ccncc1Cl
22. COc1cc(/C=C2\C(=O)ON=C2c2ccccc2)cc(OC)c1OC
23. CC(=O)c1ccc(OCCCC(=O)NCCc2ccc(C(F)(F)F)cc2)cc1
24. O=C(CCl)N1CCN(S(=O)(=O)c2ccc3ccccc3c2)CC1

Screen / compound no.,17,18,19,20,21,22,23,24
UTI89 phage lysis,-0.2%,0.7%,-0.1%,0.5%,2.4%[50 µM],-0.4%,0.4%,0.3%
human PMI inhibitors,2.0%,-4.1%,/,-6.6%,/,-7.7%,/,/
human PMI inhibition,5.2%,-0.6%,/,-10.3%,/,3.2%,/,/
West Nile virus CPE,0.2%,-0.2%,0.5%,-0.6%,-0.3%,0.7%,-0.8%,-1.8%
M17LAP inhibition,0.5%,-6.8%,10.3%,-95.8%,/,8.7%,/,/
TNAP activators,1.1,0.9,/,1.1,/,1.1,/,/
RSV antiviral HEp-2,-1.7%,0.8%,3.5%,2.2%,5.7%,1.6%,9.4%,-2.4%
P. falciparum M1AAP,0.4%,1.1%,4.6%,14.4%,/,16.4%,/,/
T cell HTS,i,i,i,i,i,i,i,i
T cell HTS vesicle-bound %,38.1,15.3,12.6,56.4,5.6,37.0,22.2,34.7
